Artemis inh: blocks endonuclease activity of human Artemis. Q96SD1. recombinant Artemis, quenched FAM hairpin cleavage fluorescence. inhibition, % at 10 µM. actives 0.78% (n = 30,000). AID 686954;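 active = at 10 µM dose, at least 30% inhibition, measured as corrected fluorescence normalized to stimulator and neutral control wells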
Target sequence (Q96SD1 whole entry, looked up): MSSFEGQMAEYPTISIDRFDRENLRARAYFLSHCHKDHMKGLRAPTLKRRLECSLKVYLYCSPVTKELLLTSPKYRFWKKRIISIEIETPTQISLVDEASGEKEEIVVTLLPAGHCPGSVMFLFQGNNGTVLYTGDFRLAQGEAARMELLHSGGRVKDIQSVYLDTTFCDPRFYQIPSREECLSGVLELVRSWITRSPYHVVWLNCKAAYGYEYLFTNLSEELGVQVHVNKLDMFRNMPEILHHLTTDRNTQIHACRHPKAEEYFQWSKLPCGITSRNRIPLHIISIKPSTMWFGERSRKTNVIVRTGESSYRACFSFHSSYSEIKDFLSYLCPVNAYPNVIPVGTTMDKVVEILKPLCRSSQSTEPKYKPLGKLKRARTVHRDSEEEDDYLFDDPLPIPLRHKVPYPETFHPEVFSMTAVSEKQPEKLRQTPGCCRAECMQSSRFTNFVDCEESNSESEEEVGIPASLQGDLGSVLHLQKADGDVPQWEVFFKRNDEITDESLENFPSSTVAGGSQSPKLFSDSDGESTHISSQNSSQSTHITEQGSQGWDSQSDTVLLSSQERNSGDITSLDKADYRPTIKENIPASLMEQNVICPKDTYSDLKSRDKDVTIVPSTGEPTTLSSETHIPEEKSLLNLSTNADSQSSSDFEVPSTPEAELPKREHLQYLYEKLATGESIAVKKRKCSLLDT
Numbers without * were called inactive. This is a subset; rates above refer to the full screens.

SMILES	Artemis inh
Cc1nn(CCO)c2c1C(=O)CCC2	-6
Clc1ccc2c(NCc3ccco3)ncnc2c1	2
Cc1ccc(Cl)cc1N1CCN(Cc2nc3ccsc3c(=O)[nH]2)CC1	-2
Cc1cccc(C)c1OCCn1nc(C(=O)O)c2ccccc2c1=O	-2
COc1ccccc1-n1nnnc1SCc1ccccc1	-1
CCCCCc1c(C)nc(N2CCc3ccccc32)[nH]c1=O	3
COc1cc(CN(C)CC(=O)c2[nH]c(C)c(C(C)=O)c2C)ccc1OC(F)F	5
CC(=O)c1ccc2c(c1)Nc1ccccc1S2	-3
CN1CCN(c2ccc(NC(=O)Cc3ccccc3)cc2)CC1	0
Cc1ccc(C(=O)Nc2cc(C(F)(F)F)ccc2N2CCCCC2)cc1[N+](=O)[O-]	1
Cc1ccc(NC2=NCC(=O)N2Cc2ccc3c(c2)OCO3)c(C)c1	1
CNc1nn(-c2cccc(Cl)c2)nc1N	7
N=c1ccn(Cc2cccc(Cl)c2)cc1	-6
COc1cc2c(cc1OC)-c1cc(NC3CCCCC3)nc(=O)n1CC2	14
COc1cccc(CNC(=O)CN(C)S(=O)(=O)c2cnc[nH]2)c1	-8
COc1ccc(CN(C(=O)c2cc3ccccc3oc2=O)C2CCCC2)cc1	12
CCC(C)NC(=O)c1c(F)c(F)c(F)c(F)c1F (centres undefined)	11
COc1cccc(N2CCN(C3CC(=O)N(c4ccc(F)c(Cl)c4)C3=O)CC2)c1 (centres undefined)	-3
O=C(COC(=O)CCOc1ccccc1)NCc1ccco1	6
Cc1ccc(-n2ncc(C#N)c2/N=C/N2CCN(C)CC2)cc1	10
COc1ccccc1C(=O)Oc1ccc(C(C)(C)C)cc1	7
Cc1cc(C)cc(N(CC(=O)NCCSc2ccccn2)S(=O)(=O)c2ccccc2)c1	2
Cc1ccc(NC(=O)C2CCC(=O)N2)cc1C (centres undefined)	-4
CC(C)C(=O)Nc1ccc(NC(=O)c2ccccn2)cn1	-3
O=C1NCCc2cc3c(cc21)OCO3	-3

Following part
SMILES	Artemis inh
COc1ccc(Nc2ccnc3ccccc23)cc1	1
O=S(=O)(c1ccccc1)c1nc(-c2ccco2)oc1N1CCCCCC1	3
CN(C(=O)COC(=O)C1c2ccccc2Oc2ccccc21)C1CCS(=O)(=O)C1 (centres undefined)	8
Cc1cccc(CSc2nncc(=O)[nH]2)c1	-8
CCOC(=O)c1ccc(N2C(=O)c3n[nH]c(C)c3C2c2ccco2)cc1 (centres undefined)	13
O=C(CN1CCN(Cc2ccccc2)C1=O)NCc1ccc(Cl)cc1	6
c1ccc2c(SCc3cn4cccnc4n3)ncnc2c1	-5
COc1ccccc1CNC(=O)CN1CCC(NC(=O)c2ccccc2F)CC1	-1
O=C(c1cc(-c2ccncc2)nc2ccc(Cl)cc12)N1CCN(C(=O)C2CCCO2)CC1 (centres undefined)	1
CSCC[C@H](NC(=O)NCCc1ccc(F)cc1)C(=O)O	-13
CC(C)(C)NC(=O)C(c1ccncc1)N(Cc1cccs1)C(=O)Cn1nnc(-c2ccc(F)cc2)n1 (centres undefined)	-3
CN(C)S(=O)(=O)c1ccc(C(=O)NCc2ccccc2)cc1	-5
COc1cc(OC)c(NC(=O)CCNC(=O)Cn2cnc3ccccc3c2=O)cc1Cl	2
CCn1c(SCC(=O)NCCc2ccc(F)cc2)nnc1-c1cccs1	5
Cc1ccc2[nH]c(=O)c(CN(CCN3CCOCC3)C(=O)Nc3ccc(F)cc3)cc2c1	0
COc1ccc(CCNC(=O)CN2C(=O)c3ccccc3S2(=O)=O)cc1OC	-2
Nc1nc(-c2ccc(Br)cc2)cs1	-4
O=C(Cn1cnc2ccccc2c1=O)Nc1cccc(-c2nnc3n2CCCCC3)c1	-11
CCn1c(SCC(=O)Nc2oc(-c3ccccc3)c(-c3ccccc3)c2C#N)nnc1-c1ccco1	26
CN1CCN(c2ccc([N+](=O)[O-])cc2C(=O)c2ccc(Cl)cc2)CC1	4
CC(Nc1nc2ncn(Cc3ccccc3)c2c(=O)[nH]1)C(=O)O (centres undefined)	6
Cn1c(SCc2nc3ccccc3[nH]2)nnc1-c1cnccn1	-3
COc1ccc(S(=O)(=O)NC(CC(=O)NC2CCCC2)c2ccco2)cc1 (centres undefined)	10
O=C(Nc1ccc2c(c1)OCCO2)C1CCN(C(=O)c2ccccc2)CC1	-3
CC(C)Oc1snc(Cl)c1C(N)=O	-3

The results go on.
SMILES	Artemis inh
O=C(COc1ccc(Br)cc1)Nc1ccc([N+](=O)[O-])cn1	1
COCCNC(=O)C(c1ccco1)N(Cc1ccc(OC)cc1)C(=O)Cn1nnc2ccccc21 (centres undefined)	-4
Cn1cnnc1SCc1ccccc1Br	1
FCCCOc1ccc(/C=N/OCc2c(Cl)cccc2Cl)cc1	-14
CN(CC(O)COCc1cccs1)C1CCCCC1 (centres undefined)	2
O=C(CCc1ccc(S(=O)(=O)NCCc2ccccc2)cc1)NCc1ccco1	-2
COC(=O)[C@H](CC(C)C)NC(=O)NC1CCCc2ccccc21 (some centres undefined)	-1
CCOC(=O)c1c(Nc2nc(C)c(C(=O)NC)s2)sc(C)c1C	-2
CN(C)S(=O)(=O)c1cccc(N=c2scc(-c3ccc4c(c3)NC(=O)CO4)n2CC2CCCO2)c1 (centres undefined)	4
Cc1ccc2nc(NC(=O)c3ccco3)sc2c1	0
CCOC(=O)c1cc(-c2ccc(Cl)cc2)nc2c1c(C)nn2CCC#N	8
COc1cccc(OC)c1C(=O)NC(C)C12CC3CC(CC(C3)C1)C2 (centres undefined)	5
N#Cc1nc(-c2cccs2)oc1NCCc1ccccc1	5
CCOC(=O)N1CCN(S(=O)(=O)c2cc(OCC(N)=O)c(C)cc2Cl)CC1	8
COc1ccccc1-c1ccc(Nc2cccc(C(F)(F)F)c2)nn1	-5
O=c1cc(CN2CCN(c3ccc(F)cc3)CC2)nc2sccn12	-2
O=C(Cc1ccc(-n2cnnn2)cc1)NC12CC3CC(CC(C3)C1)C2	2
Cc1nc(NC(=O)CSc2nnnn2Cc2ccccc2)sc1C	7
CC(=O)c1c(C)[nH]c(C(=O)CSc2nnc(-c3ccc(Cl)cc3)n2CC2CCCO2)c1C (centres undefined)	4
Cc1nnc(SCC(=O)NCc2ccccc2)s1	-3
CCS(=O)(=O)n1nc(NCc2cccc(OC)c2)nc1NCc1cccc(OC)c1	-1
O=C(CNC(=O)c1ccc(Br)o1)Nc1cccc(-c2cnc3ccccc3n2)c1	6
c1ccc(N2CCN(c3cnc4ccccc4n3)CC2)cc1	6
O=C(Nc1ccc(Cc2ccncc2)cc1)c1ccco1	-1
CCOC(=O)c1cnn(-c2ncnc3sc(C)c(C)c23)c1N	-4

Brought forward from above: 3 compounds; new compounds follow.
SMILES	Artemis inh
c1ccc(N2CCN(c3cnc4ccccc4n3)CC2)cc1	6
O=C(Nc1ccc(Cc2ccncc2)cc1)c1ccco1	-1
CCOC(=O)c1cnn(-c2ncnc3sc(C)c(C)c23)c1N	-4
O=C(COC(=O)c1ccc2c(c1)OCCO2)NCCC1=CCCCC1	-8
O=C(CN1CCN(c2ccc(Cl)cc2)CC1)Nc1cccc(F)c1	2
CCOC(=O)C1=C(C)NC(SC)=NC1c1ccccc1 (centres undefined)	2
C=C(C)Cn1c(=O)c(NC(=O)c2ccccc2)c2n(c1=S)CCC2	5
CCOC(=O)C1CCCN(CC(=O)NC2=Nc3ccccc3N=C(C)C2c2ccccc2)C1 (centres undefined)	8
COc1ccccc1C1CC(=O)NC(C)=C1C(=O)OCC(C)C (centres undefined)	11
CCOC(=O)Cc1csc(NC(=O)CSc2nnc(Cc3csc(N)n3)n2C)n1	-2
C=CCS(=O)(=O)c1nc2ccccc2s1	-3
CCN(C(=O)COC(=O)c1cccnc1SC)C1CCS(=O)(=O)C1 (centres undefined)	3
CCCCN1C(=O)NC(NC(C)=O)(C(F)(F)F)C1=O (centres undefined)	-10
CCOc1cc(/C=C2\N=C(SC)SC2=O)cc([N+](=O)[O-])c1OC(C)=O	33*
O=C(COc1ccc(Cl)cc1Cl)Nc1noc2ccccc12	3
COc1ccc(C2C3=C(CC(C)(C)CC3=O)Nc3c2c(=O)[nH]c(=O)n3Cc2ccccc2)cc1 (centres undefined)	19
COC(=O)C(/C=N/OCc1ccc([N+](=O)[O-])cc1)NC(=O)c1ccccc1 (centres undefined)	-5
C=CCN=C(C)C1=C(O)CCC1=O	-4
CCn1c(N2CCC(Cc3ccccc3)CC2)nc2c1c(=O)[nH]c(=O)n2C	2
COc1cc(C(=O)NCCOc2ccccc2)c(Br)c(OC)c1OC	2
CC1CCCCC12NC(=O)N(CC(=O)Nc1sc3c(c1C(N)=O)CCC3)C2=O (centres undefined)	10
c1ccc(CNc2ncnc3sc4c(c23)CCC4)nc1	2
O=C1c2ccccc2C(O)(c2ncc[nH]2)N1C1CCCCC1 (centres undefined)	9
Cn1c(=O)c2c(nc(CN3CCN(C(=O)c4ccco4)CC3)n2Cc2ccccc2)n(C)c1=O	-7
CCCCCCN=C(C)C1=C(O)C(C(=O)OC)C(C)(C)CC1=O (centres undefined)	-3
COc1cc(=O)[nH]c(=O)n1C(=O)Cc1ccccc1	6
O=C(CCC(=O)c1ccc(F)cc1)Nc1cc(Cl)cc(Cl)c1	30
CCC1=Nc2ccccc2-c2nnc(SC)nc2O1	10

The final twelve compounds of the section before are carried over, then new ones follow.
SMILES	Artemis inh
COC(=O)C(/C=N/OCc1ccc([N+](=O)[O-])cc1)NC(=O)c1ccccc1 (centres undefined)	-5
C=CCN=C(C)C1=C(O)CCC1=O	-4
CCn1c(N2CCC(Cc3ccccc3)CC2)nc2c1c(=O)[nH]c(=O)n2C	2
COc1cc(C(=O)NCCOc2ccccc2)c(Br)c(OC)c1OC	2
CC1CCCCC12NC(=O)N(CC(=O)Nc1sc3c(c1C(N)=O)CCC3)C2=O (centres undefined)	10
c1ccc(CNc2ncnc3sc4c(c23)CCC4)nc1	2
O=C1c2ccccc2C(O)(c2ncc[nH]2)N1C1CCCCC1 (centres undefined)	9
Cn1c(=O)c2c(nc(CN3CCN(C(=O)c4ccco4)CC3)n2Cc2ccccc2)n(C)c1=O	-7
CCCCCCN=C(C)C1=C(O)C(C(=O)OC)C(C)(C)CC1=O (centres undefined)	-3
COc1cc(=O)[nH]c(=O)n1C(=O)Cc1ccccc1	6
O=C(CCC(=O)c1ccc(F)cc1)Nc1cc(Cl)cc(Cl)c1	30
CCC1=Nc2ccccc2-c2nnc(SC)nc2O1	10
O=C1c2ccccc2C(=O)N1CCCCCc1nc(-c2ccccc2)no1	2
COc1cc(NC(=O)CN2c3ccccc3CC2C)cc(OC)c1OC (centres undefined)	6
CCOC(=O)c1ccc2ncc(C(=O)OCC)c(NCc3ccco3)c2c1	9
CN(C)CCCNc1oc(-c2ccccc2)nc1C#N	-10
CN(C)S(=O)(=O)c1ccc(NC(=O)COC(=O)c2ccccn2)cc1	1
CC12CC(NC(=O)N1CCc1ccccc1)c1cc(Cl)ccc1O2 (centres undefined)	0
COc1ccccc1NC(=S)NCCc1ccc(Cl)cc1	-2
Cn1c(N)c(C(=O)COC(=O)C2CCC(C(C)(C)C)CC2)c(=O)n(C)c1=O (centres undefined)	9
O=C(COC(=O)c1cccc(S(=O)(=O)N2CCc3ccccc3C2)c1)NCc1ccco1	-5
CC(=O)CCc1ccc2oc(C(=O)O)c(C)c2c1	-6
CC(C)C(NS(=O)(=O)c1cccs1)C(=O)N1CCc2ccccc2C1 (centres undefined)	-20
CCC(C)NC(=O)C1CCCN(c2nc(C)cc(OC)n2)C1 (centres undefined)	-8
COc1ccccc1N(CC(O)CN1C(=O)NC(C)(C)C1=O)S(=O)(=O)c1ccc(C)cc1 (centres undefined)	1
COc1ccc(/C=C2\C(=O)N(Cc3ccc(F)cc3)CC(=O)N2Cc2ccccc2)cc1	9
Cc1cc(=O)n2[nH]c(COc3ccccc3)nc2n1	-8
COCCNC(=O)CNS(=O)(=O)c1ccc2nc(C)sc2c1	8
Cc1cnc(NC(=O)C2COc3ccccc3O2)s1 (centres undefined)	-1
CC1CCCCN1CCCn1c(=S)[nH]c2ccccc2c1=O (centres undefined)	5
COc1cccc(C2C(C(=O)c3sc(C)nc3C)=C(O)C(=O)N2CCN2CCOCC2)c1OC (centres undefined)	-5
O=C(OCc1ccccc1)c1ccc(Br)o1	7
O=C(NC1=NCCS1)C1COc2ccccc2O1 (centres undefined)	10
NC(=O)c1ccc(-n2nnnc2Oc2ccccc2C(=O)N2CCOCC2)cc1	-5
CCn1nc(C(=O)OCC(=O)NCCN2C(=O)CSC2=O)c2ccccc2c1=O	-2
COc1ccc(Cn2c(C3CC3)nc3ccc(NC(=O)c4ccco4)cc3c2=O)cc1	10
O=C(COc1cccc(Cl)c1)Nc1nc(-c2ccc(S(=O)(=O)N3CCOCC3)cc2)cs1	15

More results follow.
SMILES	Artemis inh
COc1cccc(-c2cn3nc4c(nc3n2)CCCC4)c1	36*
CCOC(=O)Cn1c(=N)n(Cc2ccccc2)c2ccccc21	-4
O=C(Nc1ccc(N2CCOCC2)cc1N1CCOCC1)c1ccc([N+](=O)[O-])cc1	-4
O=C(O)CC(=O)NC12CC3CC(CC(C3)C1)C2	-12
Cc1ccc(C(=O)c2c(C)oc3c2C(=O)C(=O)c2ccccc2-3)cc1	55*
CNc1nc(NCCOC23CC4CC(CC(C4)C2)C3)nc(OCC(F)(F)F)n1	9
CCC(CC)C(=O)Nc1ccccc1-n1cccc1	8

Reprinted from the entries so far, four compounds:
SMILES	Artemis inh
O=C(O)CC(=O)NC12CC3CC(CC(C3)C1)C2	-12
Cc1ccc(C(=O)c2c(C)oc3c2C(=O)C(=O)c2ccccc2-3)cc1	55*
CNc1nc(NCCOC23CC4CC(CC(C4)C2)C3)nc(OCC(F)(F)F)n1	9
CCC(CC)C(=O)Nc1ccccc1-n1cccc1	8
